mHtt clearance: mutant huntingtin protein clearance; AID 853; inhibition, % at 1.5 µM; actives 0.42% (n = 47,000); HeLa Exon1htt(103Q)mCFP, aggregate imaging; zero = plate's median compound well;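 active means inhibition of aggregate fluorescence above about 70%, also judged a hit by eye on the cell image, limit read from the data, passing the limit was not always enough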;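 further: cells exposed to compound for three days before fixation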
mHtt clearance grain fraction: also measured in mHtt clearance; calls as there; fraction fluorescence in grains; measured here: aggregate grain fluorescence fraction; active compounds read low;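 scaled fraction of total cell fluorescence in grains with unit not stated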
Starred values were filed as active, the others as inactive. The list is partial, so the mix of outcomes need not match the whole.

The opening two compounds as a preview:
mHtt clearance	mHtt clearance grain fraction	molecule
-37	28	N#Cc1ccc(CSc2nnc(-c3ccccn3)n2-c2ccccc2)cc1
20	36	CCn1c(=O)cc(OCC(=O)N2CCCC2)c2ccccc21

All compounds of this part (from the top)
mHtt clearance	mHtt clearance grain fraction	molecule
-37	28	N#Cc1ccc(CSc2nnc(-c3ccccn3)n2-c2ccccc2)cc1
20	36	CCn1c(=O)cc(OCC(=O)N2CCCC2)c2ccccc21
18	15	CC1(C)CC(=O)c2cc(C(=O)NCc3ccco3)c(=O)n(-c3ccc(Cl)cc3)c2C1
20	15	Cc1nc2ccccc2c(=O)n1CCCn1ccnc1
-21	20	Cc1nn(-c2ccccc2)c(Cl)c1C(=O)NCC(=O)O
11	34	O=C(Oc1ccc(Br)cc1C(=O)/C=C/c1ccccc1F)c1ccco1
28	29	Cc1ccc(C(c2nnnn2C2CCCCC2)N2CCN3CCCC3C2)cc1 (stereo unspecified)
12	28	COc1ccc(OC)c(C(O)c2coc3ccc(O)c(CN(C)C)c23)c1 (stereo unspecified)
-6	36	Cc1ncsc1C(=O)NCc1ccc(N2CCCC2=O)cc1
-3	24	CCOC(=O)C1CSC(CC(=O)Nc2ccc(Cl)c(Cl)c2)C(=O)N1 (stereo unspecified)
22	16	CCOc1ccc(NC(=O)CSc2nnc(Cc3cccn3C)n2-c2ccc(OC)cc2)cc1
-114	36	COc1cc(C(=O)N2c3ccccc3CC2C)cc(OC)c1OC (stereo unspecified)
-22	25	COc1ccc(-c2nnn(CC(=O)N(CC(=O)NC3CCCC3)Cc3cccs3)n2)cc1OC
-102	80	CCCCNC(=O)C1CCN(C/C(C)=C/c2ccccc2)CC1
-6	19	COC(=O)c1ccc(COC(=O)C23CC4CC(CC(O)(C4)C2)C3)o1
-36	49	COc1ccc(C)cc1NC(=O)CSc1nnc(COc2ccc(Cl)cc2)n1Cc1ccco1
17	29	N#Cc1nc(-c2ccco2)oc1NCc1cccnc1
25	16	CN1CCc2[nH]c3ccc(C(=O)NN)cc3c2C1
36	23	Cn1ccnc1SCC(=O)NC12CC3CC(CC(C3)C1)C2
-37	25	NS(=O)(=O)c1ccc(NC(=O)COC(=O)CSc2n[nH]c(-c3ccccc3)n2)cc1
41	20	O=C1c2oc3ccc(Cl)cc3c(=O)c2C(c2cccc(Br)c2)N1CCO (stereo unspecified)
-15	47	CC1(C)NC(=O)N(CC(O)CN2C(=O)NC(C)(C)C2=O)C1=O
9	34	Cc1occc1-c1nnc(SCC(=O)Nc2ccccc2-c2ccccc2)n1C
-25	52	CCCC1(C)SC(NC(C)=O)=NN1C(C)=O (stereo unspecified)
43	11	COc1ccc2oc(=O)c(C(=O)NCc3cccnc3)cc2c1
12	17	Cc1ccccc1NC(=O)N(CCc1nc2ccccc2[nH]1)Cc1ccccc1
14	15	CCOC(=O)N1CCN(C(=O)c2ccc3c(=O)n(Cc4ccc(OC)cc4)c(=S)[nH]c3c2)CC1
-17	24	Cc1nc(C)c(C(=O)Nc2ccccc2)s1
30	25	Cc1ccc2cc3cc(C(=O)N4CCCCC4C)oc3nc2c1 (stereo unspecified)
32	14	O=C(NCCC1=CCCCC1)C1CC(=O)N(C2CCCCC2)C1 (stereo unspecified)
11	36	COC(=O)c1cc2c(s1)CS(=O)C2 (stereo unspecified)
-56	56	Cc1ccc(CN2CC(C(=O)Nc3ccc4c(C)cc(=O)oc4c3)CC2=O)cc1 (stereo unspecified)
-17	42	CC(C)C(=O)NCCCc1ccccc1
2	20	NC(=S)NNc1cccc(Cl)c1
5	32	COc1cccc(CNC(=O)Cn2cccc2)c1
-27	49	CCOC(=O)c1c(NC(=O)CSc2nnc(-c3ccco3)o2)sc(C)c1C
-24	46	CC1CCCN(C(C(=O)Nc2ccc3c(c2)OCCO3)c2ccccc2)C1 (stereo unspecified)
32	25	CCOC(=O)N1CCN(C(=O)CSCc2nc(-c3ccccc3C)oc2C)CC1
16	29	CCSC(=Nc1ccccc1)C1=C(O)COC1=O
26	30	CCN(CC)c1ncnc2ccc(Br)cc12
54	9.4	O=C(Nc1cccc(-c2cn3ccccc3n2)c1)c1cnccn1
30	28	O=C(COc1ccccc1)N1CCN(C(=O)Cc2ccccc2)CC1
20	31	CCOc1ccccc1N(CC(=O)NC1CCCCC1)C(=O)CCCC(=O)Nc1ccccn1
4	19	CCOc1ccc(NC(=O)c2ccccc2OC)cc1
40	22	Cc1ccc(NC(=O)C2CCN(S(=O)(=O)c3c(C)n[nH]c3C)CC2)nc1
-15	39	COC(=O)c1ccc(NC(=O)CN2CCOCC2)cc1
36	13	Cc1ccc(-c2csc(N(CCCN3CCOCC3)C(=O)c3ccco3)n2)cc1
-10	37	CCCn1c(Nc2nc3ccccc3n2C)nc2ccccc21

For reference, part of the list above.
mHtt clearance	mHtt clearance grain fraction	molecule
-25	52	CCCC1(C)SC(NC(C)=O)=NN1C(C)=O (stereo unspecified)
43	11	COc1ccc2oc(=O)c(C(=O)NCc3cccnc3)cc2c1
12	17	Cc1ccccc1NC(=O)N(CCc1nc2ccccc2[nH]1)Cc1ccccc1
14	15	CCOC(=O)N1CCN(C(=O)c2ccc3c(=O)n(Cc4ccc(OC)cc4)c(=S)[nH]c3c2)CC1
-17	24	Cc1nc(C)c(C(=O)Nc2ccccc2)s1
30	25	Cc1ccc2cc3cc(C(=O)N4CCCCC4C)oc3nc2c1 (stereo unspecified)
32	14	O=C(NCCC1=CCCCC1)C1CC(=O)N(C2CCCCC2)C1 (stereo unspecified)
11	36	COC(=O)c1cc2c(s1)CS(=O)C2 (stereo unspecified)
-56	56	Cc1ccc(CN2CC(C(=O)Nc3ccc4c(C)cc(=O)oc4c3)CC2=O)cc1 (stereo unspecified)
-17	42	CC(C)C(=O)NCCCc1ccccc1
2	20	NC(=S)NNc1cccc(Cl)c1
5	32	COc1cccc(CNC(=O)Cn2cccc2)c1
-27	49	CCOC(=O)c1c(NC(=O)CSc2nnc(-c3ccco3)o2)sc(C)c1C
-24	46	CC1CCCN(C(C(=O)Nc2ccc3c(c2)OCCO3)c2ccccc2)C1 (stereo unspecified)
32	25	CCOC(=O)N1CCN(C(=O)CSCc2nc(-c3ccccc3C)oc2C)CC1
16	29	CCSC(=Nc1ccccc1)C1=C(O)COC1=O
26	30	CCN(CC)c1ncnc2ccc(Br)cc12
54	9.4	O=C(Nc1cccc(-c2cn3ccccc3n2)c1)c1cnccn1
30	28	O=C(COc1ccccc1)N1CCN(C(=O)Cc2ccccc2)CC1
20	31	CCOc1ccccc1N(CC(=O)NC1CCCCC1)C(=O)CCCC(=O)Nc1ccccn1
4	19	CCOc1ccc(NC(=O)c2ccccc2OC)cc1
40	22	Cc1ccc(NC(=O)C2CCN(S(=O)(=O)c3c(C)n[nH]c3C)CC2)nc1
-15	39	COC(=O)c1ccc(NC(=O)CN2CCOCC2)cc1
36	13	Cc1ccc(-c2csc(N(CCCN3CCOCC3)C(=O)c3ccco3)n2)cc1
-10	37	CCCn1c(Nc2nc3ccccc3n2C)nc2ccccc21

(cont.)
mHtt clearance	mHtt clearance grain fraction	molecule
-32	25	Cn1nnnc1SCCNCc1ccncc1
-10	33	CCOC(=O)N1CCN(C(=O)CSCc2ccccc2C)CC1
59	18	CCOC(=O)N1CCN(c2c(N3CCC(N4CCCCC4)CC3)c(=O)c2=O)CC1
-49	45	Cc1sc2nc(CN(C(=O)c3cccs3)C3CCCC3)[nH]c(=O)c2c1C
-18	43	Cn1c(=O)[nH]c(=O)c2c1nc(Br)n2CCCO
26	14	c1ccc(CNCC2COc3ccccc3O2)cc1 (stereo unspecified)
33	23	CCOC(=O)c1sc(N)c(C#N)c1CSc1nnc(C2CCCCC2)n1N
24	35	CCn1c(=O)c(C(=O)NCc2ccc(OC)cc2)c(O)c2ccccc21
0	39	CC(=O)C(Sc1nn(C)c(=S)s1)C(=O)Nc1ccccc1 (stereo unspecified)
6	40	COc1ccccc1-c1noc(CCC(=O)Nc2cccc(C)c2)n1
-8	22	CC(=O)Nc1coc2ccc(Br)cc12
50	9.3	Cc1ccc(N2C(=O)c3ccccc3NC2C(C)Cc2ccc3c(c2)OCO3)cc1 (stereo unspecified)
-24	42	COc1ccccc1NC(=O)c1cc(Sc2nncn2C)nc2ccccc12
-34	47	CCSc1nnc(NC(=O)C(C(F)(F)F)C(F)(F)F)s1
39	13	CSc1cccc(NC(=O)COc2ccccc2)c1
64	7	Cc1nn(-c2ccccc2)c2c1C1(C(=O)N(C)c3ccccc31)C(C#N)=C(N)O2 (stereo unspecified)
-5	37	Cc1cccc(-n2c(C)cc(/C=N/NC(=O)c3ccc(CN4CCOCC4)cc3)c2C)c1
28	28	O=C(CCN1C(=O)C2(OCCO2)c2ccccc21)c1ccccc1
-5	22	CCOC(=O)c1c(N)c(C#N)nn1-c1ccccc1C(=O)OC
40	24	CC(=O)/C=C/c1ccc2ccccc2n1
5	18	CC(/C=C/c1ccccc1)=N\NC(=O)C1CC1(C)c1ccccc1 (stereo unspecified)
-16	42	O=CN1CCN(C(C(=O)NC2CCCC2)c2ccc(Cl)cc2)CC1 (stereo unspecified)
-103	37	CCC(Sc1nc2n[nH]c(C)c2c(=N)n1-c1cccc(Cl)c1C)C(=O)N(CC)CC (stereo unspecified)
-29	47	CC1=CC(C)(C)N2C(=O)C3(C(C#N)=C(N)OC4=C3C(=O)CCC4)c3c(C)c(C)cc1c32 (stereo unspecified)
38	18	Cc1cc(Nc2ccccc2)n(CCOC(=O)COc2ccccc2)n1
-9	21	COc1ccc(OCCSc2nc3ccccc3n2CC(=O)O)cc1
11	39	CC(=O)Nc1ccccc1OCC(=O)c1ccc2c(c1)OCO2
-15	43	CC(NC(=O)c1noc2c1CCCC2)c1ccccc1 (stereo unspecified)
16	28	O=C(CN(Cc1ccc(F)cc1)C(=O)CCC(=O)Nc1ccccn1)NCc1ccco1
-33	53	Cn1cnnc1SCC(=O)N1N=C2/C(=C/c3ccco3)CCCC2C1c1ccco1 (stereo unspecified)
33	14	CSc1ncc(Cl)c(C(=O)Nc2ccc(S(=O)(=O)N3CCOCC3)cc2)n1
-14	35	CCOC(=O)c1c(NC(=O)/C=C/c2ccc3c(c2)OCO3)sc(C)c1C
21	39	CCOC(=O)COc1cccc2c(=O)n(CC(=O)N3CCN(C(=O)OCC)CC3)ccc12
60	8.5	CCS(=O)(=O)C(=C1Nc2ccccc2N1)S(=O)(=O)CC
-29	48	CC(C)OC(=O)c1cccc(C(=O)OCc2ccco2)n1
-13	22	Cc1cc(C)c2c(N)c(C(=O)Nc3ncc(C)s3)sc2n1
62	7.5	CCC(=O)NCCCCNC(=O)CC
13	21	CN1CCN(CC(=O)NC2CCCCC2)CC1
-22	24	COc1ccccc1/C=N/NC(=O)C1=NNC(c2ccccc2)(c2ccccc2)C1
39	21	CCCOc1ccc(N2C(=O)CC(N3CCN(C(=O)c4ccco4)CC3)C2=O)cc1 (stereo unspecified)
-6	21	CN(c1ccccc1C(=O)Nc1ccc2c(c1)OCO2)S(C)(=O)=O
-32	50	Cn1nc(C(F)(F)F)c(/C=N/OC(=O)c2ccccc2Cl)c1SCc1ccc(Cl)cc1
-29	26	Nc1nnc(SCC(=O)Nc2ccc(F)c(Cl)c2)n1-c1ccccc1
-32	50	CCOC(=O)N1CCN(C(=O)Cn2nc(C)c3sc4ccccc4c3c2=O)CC1
-178	109	O=C(NCC(=O)N(Cc1ccco1)C(C(=O)NC1CCCCC1)c1cccnc1)c1ccco1 (stereo unspecified)
-31	42	CCOCCOC(=O)c1[nH]c2c(c1C)C(=O)CC(c1ccc(N(C)C)cc1)C2 (stereo unspecified)
-2	38	COc1ccc(OCC(O)CN2CCCCC2)cc1 (stereo unspecified)
34	13	COc1cc2ccccc2cc1C(=O)Nc1ccccc1N1CCN(S(C)(=O)=O)CC1
4	34	O=C(Nc1ccccc1)OCCOc1ccccc1
-37	23	O=C(CN(CC1CCCO1)C(=O)CCC(=O)Nc1ccccn1)NCC1CCCO1 (stereo unspecified)
-45	57	Nc1cc(=O)[nH]c(SCc2nnc(-c3ccccc3)o2)n1
8	37	CCOC(=O)CSc1nc2ccsc2c(=O)n1C1CCN(C(=O)OCC)CC1
-2	36	CN(Cc1cccc(F)c1)C(=O)c1ccc(S(=O)(=O)C(F)F)cc1
23	16	CCOc1ccc2nc(NC(=O)c3ccc(OC)c(S(=O)(=O)N4CCOCC4)c3)sc2c1
59	6.9	Cc1ccc(Cn2c(CN3CCOCC3)nc3c2c(=O)n(C)c(=O)n3C)cc1
-31	49	O=C(c1ccccc1)c1nn(-c2ccc(Cl)cc2)c(=O)cc1C(F)(F)F
14	15	CN(CC(=O)NCCCN1CCOCC1)S(=O)(=O)c1ccc(Br)cc1
-4	20	C=CCn1c(N2CCCCCC2)nc2c1c(=O)[nH]c(=O)n2C
29	14	Cn1nccc1/C=C(/C#N)S(=O)(=O)c1ccccc1
-5	17	CCOC(=O)c1[nH]c2cc(OC)c(OC)cc2c1N

More structures
mHtt clearance	mHtt clearance grain fraction	molecule
-145	50	CCOC(=O)c1cnc(Nc2nc3ccccc3o2)nc1CN1CCN(c2ccccc2)CC1
46	20	CCN1CCCC1CNC(=O)CCNC(=O)c1cc(OC)c(OC)c(OC)c1 (stereo unspecified)
-18	26	CCOC(=O)c1oc2ccccc2c1NC(=O)c1cccs1
73*	5.1*	O=C(CCn1c(=O)oc2ccccc21)N(Cc1ccccc1)c1ccccn1
-21	45	O=C(c1cc2nc(-c3ccccc3)cc(-c3ccccc3)n2n1)N1CCN(C(=O)c2ccco2)CC1
28	16	CCN(CC)S(=O)(=O)c1cc(C(=O)NC2=NCCS2)ccc1Cl
3	39	CC1Cc2ccccc2N1C(=O)CSc1nnnn1C1CCCC1 (stereo unspecified)
-169	101	CCOC(=O)N1CCN(C(=O)CCC(=O)N2CCOc3ccc(C)cc32)CC1
18	17	C=CCc1ccccc1OCC(O)CNC (stereo unspecified)
11	31	Cc1ccc(C(=O)CNc2nc3c(c(=O)[nH]c(=O)n3C)n2Cc2ccccc2)cc1
-25	22	CC(C)c1nccn1CCC(=O)O
-9	23	COc1cc2c3c(c1)C1(C(=O)N3C(C)(C)C=C2C)C(C#N)=C(N)Oc2cc(C)oc(=O)c21 (stereo unspecified)

High-throughput results from PubChem BioAssay.
